Screening data from PubChem BioAssay.
CHRM4 agonist: agonists of human muscarinic M4 receptor (CHRM4); AID 624127; P08173; activation, % at 3 µM; 360,000 tested, 0.14% active; CHO-K1 hM4/Gqi5, Fluo-8 calcium fluorescence; vehicle 0%, full acetylcholine response 100%;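 active = activation above the run mean over all test wells plus 3 SD, cut at about 32% in these data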;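 note: peak over basal fluorescence ratio per well then scaled between controls; 0% = DMSO wells and 100% = acetylcholine at EC100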
CRFR2-BP antag: blocks CRF-induced signaling of the CRF-BP/CRF-R2 complex. HEK293 CRF-R2/CRF-BP, CRF-induced calcium fluorescence. inhibition, % at 11.8 µM. 350,000 tested, 0.59% active. AID 588475;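 active = inhibition of the ligand-induced calcium signal above about 50% at the single tested concentration, limit read from the data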
M5 antag: blocks acetylcholine activation of human M5 receptor; P08912; CHO-hM5 cells, Fluo-8 calcium fluorescence, ACh EC80; inhibition, % at 3 µM; 360,000 tested, 0.59% active;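 active = inhibition above a per-plate cutoff, the mean of that plate's test compounds plus 3 SD, cut at about 27% in these data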;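 note: 0% = acetylcholine EC80 with DMSO and 100% = DMSO without agonist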
Target sequence (P08912 whole entry, looked up): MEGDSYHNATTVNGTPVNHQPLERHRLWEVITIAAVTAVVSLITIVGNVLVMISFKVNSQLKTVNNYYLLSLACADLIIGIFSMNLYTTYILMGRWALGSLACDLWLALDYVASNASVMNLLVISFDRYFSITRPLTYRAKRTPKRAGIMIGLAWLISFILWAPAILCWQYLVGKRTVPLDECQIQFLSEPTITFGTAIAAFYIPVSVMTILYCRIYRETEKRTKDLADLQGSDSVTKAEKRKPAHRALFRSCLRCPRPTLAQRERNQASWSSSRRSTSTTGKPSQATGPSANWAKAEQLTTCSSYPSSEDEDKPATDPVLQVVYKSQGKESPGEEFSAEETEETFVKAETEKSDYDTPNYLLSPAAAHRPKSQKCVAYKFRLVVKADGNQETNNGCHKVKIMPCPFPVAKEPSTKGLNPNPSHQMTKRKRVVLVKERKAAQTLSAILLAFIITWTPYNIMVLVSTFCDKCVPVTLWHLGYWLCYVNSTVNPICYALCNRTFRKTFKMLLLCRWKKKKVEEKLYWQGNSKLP
CHRM1 PAM: positive allosteric modulators of human M1 muscarinic receptor. P11229. CHO-K1 hM1, Fluo-8 calcium fluorescence, ACh EC20; 0% = ACh EC20, 100% = maximal ACh. activation, % at 3 µM. 360,000 tested, 0.088% active; in the data active = activation above about 19%, passing the limit was not always enough
Target sequence (P11229 whole entry, looked up): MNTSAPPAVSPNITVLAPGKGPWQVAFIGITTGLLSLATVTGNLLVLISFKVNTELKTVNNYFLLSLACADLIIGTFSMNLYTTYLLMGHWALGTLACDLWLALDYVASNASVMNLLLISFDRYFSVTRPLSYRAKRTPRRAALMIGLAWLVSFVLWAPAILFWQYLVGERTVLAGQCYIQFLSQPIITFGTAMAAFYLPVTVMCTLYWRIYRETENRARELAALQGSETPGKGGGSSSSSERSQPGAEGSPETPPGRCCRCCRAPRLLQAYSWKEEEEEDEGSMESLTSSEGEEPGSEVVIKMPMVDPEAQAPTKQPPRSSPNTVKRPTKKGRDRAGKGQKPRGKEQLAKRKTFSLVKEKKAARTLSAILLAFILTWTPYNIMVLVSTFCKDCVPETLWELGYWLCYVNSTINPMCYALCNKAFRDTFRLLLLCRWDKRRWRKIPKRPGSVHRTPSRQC
CHRM5 PAM: potentiates acetylcholine response at human M5 receptor; P08912; CHO-K1 hM5, Fluo-8 calcium, ACh EC20 PAM; 0% = ACh EC20, 100% = ACh EC100; activation, % at 3 µM; 360,000 tested, 0.3% active; AID 624038;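 active = activation above the run cutoff, the mean activation of all test compounds plus 3 SD, cut at about 18% in these data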
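system = human M5 receptor in CHO-K1 cells | compound = one concentration, 3 µM final (nominal) | schedule = Post-acetylcholine fluorescence recording 140 s | signal = Fluo-8 calcium dye fluorescence, kinetic read | benchmarks = low control EC20 acetylcholine (0%), high control EC100 acetylcholine (100%) | repeats = singlicate, one well per test compound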
M5 ag: CHRM5 agonism in calcium assay | P08912 | 360,000 tested, 0.19% active | CHO-K1 hM5 cells, Fluo-8 calcium fluorescence; 0% DMSO wells, 100% maximal acetylcholine response | AID 624037 | activation, % at 3 µM;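 active = activation above the run's mean over test compounds plus 3 SD, cut at about 23% in these data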;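 note: signal is peak over basal fluorescence ratio across the kinetic read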
M4 antag: blocks acetylcholine activation of human M4 receptor; P08173; CHO-hM4 cells, ACh EC80, Fluo-8 calcium fluorescence; inhibition, % at 3 µM; 360,000 tested, 0.73% active; AID 624125;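 active = inhibition above its plate's cutoff, the mean inhibition of sample wells plus 3 SD, cut at about 27% in these data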;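 note: 0% = acetylcholine EC80 with DMSO and 100% = DMSO without agonist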
CHRM4 PAM: CHRM4 positive allosteric modulation; activation, % at 3 µM; CHO-K1 hM4/Gqi5, Fluo-8 calcium fluorescence, ACh EC20; 0% = ACh EC20, 100% = maximal ACh; AID 624126; 360,000 tested, 0.4% active; P08173;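 active = activation above its plate's cutoff, the mean activation of sample wells plus 3 SD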; note: some results filed as inactive read as strong as hits
CRFBP-R2 agonist: CRF-BP/CRF-R2 complex agonism; HEK293 CRF-R2/CRF-BP, calcium dye fluorescence (FLIPR); percent of saturating CRF peptide response; activation, % at 13.2 µM; 350,000 tested, 0.46% active; AID 588473;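 active = activation of at least 50%, plus an integration ratio under a set limit after plate pattern correction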;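 note: plate controls were neutral control wells without compound for no effect and CRF at EC100 for full effect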
Starred values were filed as active, the others as inactive; x = not tested or not shown.

SMILES	CHRM4 agonist	CRFR2-BP antag	M5 antag	CHRM1 PAM	CHRM5 PAM	M5 ag	M4 antag	CHRM4 PAM	CRFBP-R2 agonist
Cc1cccc(C)c1NC(=O)Nc1ccc2c(c1)OCO2	1	25	2	16	-3	-2	-3	9	0.5
Cc1nc2ccc(N3C(=O)CCC3=O)cc2[nH]1	1	8	-3	5	-2	-1	10	6	-1.1
COc1ccc(NC(=S)NNC(=O)C(C)n2nc(C)c([N+](=O)[O-])c2C)cc1 (stereo not drawn)	0	14	-8	7	4	1	18	1	-2.3
CC(Sc1n[nH]c(-c2ccccc2F)n1)C(=O)Nc1ccc(S(N)(=O)=O)cc1 (stereo not drawn)	2	-14	-1	4	7	1	-10	3	0.6
O=C(Nc1cc(Cl)ccc1C(=O)O)c1ccc(CN2C(=O)c3ccccc3C2=O)cc1	0	42	15	6	-7	-2	-6	-6	-3.7
CC(=O)Oc1cc2oc(=O)cc(C)c2cc1Cl	0	-3	-7	15	10	3	-6	3	-0.8
NC(=O)CSc1nnc(Cc2csc(Nc3ccccc3)n2)n1Cc1ccccc1	2	-18	-1	4	3	-1	5	-2	0.5
CC1CC(C)CN(C(=O)COC(=O)c2cncc(Br)c2)C1 (stereo not drawn)	1	13	12	4	5	2	3	9	-1.2
CC(Oc1ccccc1F)C(=O)NNC(=O)c1ccc(F)c(S(=O)(=O)N2CCOCC2)c1 (stereo not drawn)	6	-27	22	6	-10	-4	9	-3	-1.6
Cc1cccc(NC(=O)CC2c3ccccc3Oc3ccccc32)c1	1	19	7	2	7	0	2	10	0.7
NC(=O)C1CC(=O)N(c2ccc(OCC(=O)Nc3ccc(Cl)cc3)cc2)C1 (stereo not drawn)	0	7	10	-2	-4	-1	6	-10	-0.2
CCCCn1c(N)c(N(CCC(C)C)C(=O)c2cccc(N3C(=O)c4ccccc4C3=O)c2)c(=O)[nH]c1=O	-1	10	9	7	-2	1	-6	7	-2.7
O=C(CNC(=O)c1ccc(Cl)cc1)OC1CCOC1=O (stereo not drawn)	2	-5	13	8	-4	1	-4	9	-1.8
COc1ccc(Cn2c(=O)[nH]c3cc(C(=O)N4CCN(c5ccc(OC)cc5)CC4)ccc3c2=O)cc1	0	5	13	6	-3	0	7	-1	-0.2
O=C(c1ccc(Cl)c(S(=O)(=O)N2CCCC2)c1)N1CCN(c2ccccn2)CC1	6	-2	-1	-3	-5	3	-12	-6	0.6
O=C(COC(=O)c1cc(Br)ccc1O)NNC(=O)c1cccs1	3	-6	5	15	3	1	0	9	-2.0
O=C1CCN(Cc2ccccc2)C=C1c1ccc(Br)cc1	9	-15	15	3	-12	2	-3	8	-1.6
CCC(C)NC(=O)CCS(=O)(=O)c1ccc(Br)s1 (stereo not drawn)	2	6	7	3	-5	-1	-8	11	-0.6
Cc1c(C(=O)NCc2c(F)cc(F)cc2F)oc2ccc(S(=O)(=O)N3CCOCC3)cc12	23	-11	12	-5	-7	6	1	-8	3.9
O=C(CC1SC(N2CCCC2)=NC1=O)Nc1ccc(C(=O)NCCc2ccc(F)cc2)cc1 (stereo not drawn)	0	8	4	1	-1	1	11	-3	-2.2
O=C(CSc1nnc(NC(=O)C2CC2)s1)Nc1ccccc1C(F)(F)F	0	7	2	6	6	-1	-4	0	-0.1
CC(=O)NS(=O)(=O)c1ccc(NC(=O)C(C)NS(=O)(=O)/C=C/c2ccccc2)cc1 (stereo not drawn)	1	-7	5	9	2	0	1	2	-0.3
CCOC(=O)c1cn[nH]c1NC(=S)Nc1ccc(OC)cc1	2	1	-1	3	0	1	6	1	-0.8
C/C(=N/NC(=O)c1cccs1)c1ccc(N2CCOCC2)cc1	0	2	11	-12	-6	-2	14	-6	-0.4
O=[N+]([O-])c1cc(-c2n[nH]c(-c3ccccc3)n2)cc([N+](=O)[O-])c1	2	-9	-2	12	-2	4	-9	15	8.7
O=c1cc(-c2ccccc2)nc(SCc2ccccc2)[nH]1	0	3	5	7	-4	2	4	4	0.2
CN1C(=O)N(CC(=O)N2CCN(S(=O)(=O)c3ccc4c(c3)CCC4)CC2)C(=O)C12CCCCC2	0	-10	1	6	2	0	-1	2	-0.3
CC(C)C(N)c1csc(NC(=O)Nc2cccc(Cl)c2)n1 (stereo not drawn)	8	x	0	8	5	3	6	-3	x
CC(/C=C/c1ccc(Cl)o1)=C\C(=O)O	0	-19	-1	-2	3	-1	-3	8	2.2
CCCc1cc(=O)oc2cc(OCC(=O)NCCCn3ccnc3)c(Cl)cc12	1	-14	9	2	-3	-6	4	-3	-1.5
O=C(CCCCCN1C(=O)CCC1=O)Nc1ccc(Cl)c(C(F)(F)F)c1	18	24	14	-13	-25	9	5	-9	0.0
COC(=O)c1sc(S(=O)(=O)N2CCC(C)CC2)c(C(=O)OC)c1C	-2	1	4	-6	2	-3	-11	0	2.5
CC1(C)N=C(c2cccs2)C(C)(C)N1O	0	5	-4	-1	-1	-1	0	-10	-0.5
O=C1NCCc2onc(-c3ccc(Br)cc3)c21	5	x	10	6	-3	1	7	-2	x
CCNc1nc(NC(C)C)nc(N(C#N)CC(=O)OC)n1	1	-3	6	12	4	6	-3	2	-1.0
O=C(CCCOc1ccc(Cl)cc1Cl)Nc1ccncc1	11	1	21	10	-17	7	10	-7	0.3
C=CCn1c(-c2c(C)nc3cc(C)ccn23)n[nH]c1=S	5	7	2	13	5	1	13	1	-0.5
CC(C)[C@H](NC(=O)OCc1ccccc1)C(=O)OCc1ccccc1	3	-13	-2	10	3	-5	-18	5	0.0
Cc1onc(-c2c(Cl)cccc2Cl)c1C(N)=O	0	-17	-3	8	-1	-2	9	8	-1.5
O=C(Nc1nccs1)c1cc(-c2ccncc2)nc2ccccc12	9	-14	19	-5	-4	8	7	-3	1.3

Taken from above.
For CRFR2-BP antag, O=C(CSc1nnc(NC(=O)C2CC2)s1)Nc1ccccc1C(F)(F)F reads 7
For CHRM4 agonist, O=c1cc(-c2ccccc2)nc(SCc2ccccc2)[nH]1 reads 0
For M4 antag, COC(=O)c1sc(S(=O)(=O)N2CCC(C)CC2)c(C(=O)OC)c1C reads -11

(list continues)
SMILES	CHRM4 agonist	CRFR2-BP antag	M5 antag	CHRM1 PAM	CHRM5 PAM	M5 ag	M4 antag	CHRM4 PAM	CRFBP-R2 agonist
Cc1cc(N2CCOCC2)nc(SCc2c(Cl)cccc2Cl)n1	0	-22	8	5	-5	5	3	2	3.5
Cc1ccc(C)c(NC(=S)NCCN(C2CCCCC2)C2CCCC2)c1	5	-4	-1	-1	6	-1	-10	-10	2.8
Cc1ccc(OCC(=O)Nc2ccc3c(c2)nc(CCN2CCOCC2)n3C)cc1	1	17	4	0	0	0	5	-2	-1.5
O=C(NCc1ccc(F)c(F)c1)C1Cc2c(-c3ccc4c(c3)OCO4)ccnc2O1 (stereo not drawn)	1	x	1	4	-4	-3	-5	0	x
O=C1CCCS(=O)(=O)c2ccccc21	0	3	3	6	3	2	-4	1	0.5
CCCCN(CC(=O)NC1CC1)S(=O)(=O)c1ccc(OCC)cc1	0	-2	3	1	-2	0	29*	-6	0.3
COc1cccc(-c2cc(C(=O)Nc3ccn(Cc4ccc(C)cc4)n3)no2)c1	1	2	2	11	10	1	4	13	14
COc1ccc(CCNC(=O)CN(C2CCCCC2)S(C)(=O)=O)cc1	2	-8	2	13	0	-3	-18	9	-1.4
O=C(NN=Cc1ccc(Cl)cc1Cl)C1CC1	-2	-9	19	-8	-2	-3	-4	0	-3.2
COCCC1CCCCN1Cc1cn(-c2ccccc2)nc1-c1ccc2c(c1)OCO2 (stereo not drawn)	1	16	7	-3	-4	-7	-10	3	1.6
Cc1ccc(C(=O)Oc2coc(CSc3nnc(NC(=O)c4cccs4)s3)cc2=O)cc1C	2	-22	-3	1	3	-3	-9	4	1.4
CCOC(=O)Nc1ccc2c(c1)Cc1cc([N+](=O)[O-])ccc1-2	2	-8	7	-4	-7	4	-6	1	0.7
CC(C)(C)N1C(=O)c2ccc(C(=O)O)cc2C1=O	0	-19	-5	1	4	0	3	2	3.1
CCOC(=O)C1CCN(C(=O)Nc2ccc(OC)c(OC)c2)CC1	1	19	4	2	-1	4	-11	7	0.8
CC(C)CNC(=O)C(=O)Nc1ccc2c(c1)N(S(=O)(=O)c1cccs1)CCC2	6	-7	8	5	-11	-3	4	5	-0.8
CSc1cccc(NC(=O)CSc2ccccc2)c1	0	-3	-2	5	14	-7	-9	3	-1.3
COc1ccc(NC(=O)C2CCCN(S(=O)(=O)c3ccccc3)C2)c(OC)c1 (stereo not drawn)	3	1	-15	-4	3	0	3	-5	-0.1
O=C1C2C(C(=O)N1/N=C/c1cc([N+](=O)[O-])ccc1O)C1C=CC2C12CC2 (stereo not drawn)	1	6	5	2	-1	4	13	8	-0.7
CCOc1ccc(Oc2c(/C=N/NC(=O)C3CC3)c(C)nn2-c2ccccc2)cc1	-1	-3	10	-1	-8	-5	-6	4	0.6
COc1ccc(S(=O)(=O)N/N=C\c2ccc([N+](=O)[O-])o2)c(OC)c1	0	-12	-10	15	11	0	-2	-2	-1.4

An excerpt from above with just CHRM4 PAM and CHRM5 PAM:
Structure	CHRM4 PAM	CHRM5 PAM
NC(=O)CSc1nnc(Cc2csc(Nc3ccccc3)n2)n1Cc1ccccc1	-2	3
CC(/C=C/c1ccc(Cl)o1)=C\C(=O)O	8	3
CCOc1ccc(Oc2c(/C=N/NC(=O)C3CC3)c(C)nn2-c2ccccc2)cc1	4	-8

Other compounds follow.
SMILES	CHRM4 agonist	CRFR2-BP antag	M5 antag	CHRM1 PAM	CHRM5 PAM	M5 ag	M4 antag	CHRM4 PAM	CRFBP-R2 agonist
O=C(COc1cccnc1[N+](=O)[O-])Nc1c(Cl)cccc1Cl	1	4	11	4	3	4	-5	3	0.4
CSc1nc2ccc(S(=O)(=O)NC3CCCCC3)cc2s1	5	-12	10	-5	-12	-2	6	-2	-0.4
c1ccc(COc2cccc(CNCc3cccnc3)c2)cc1	1	2	4	-17	-4	-7	7	-12	-0.2
CC(C)OP(=O)(OC(C)C)C(Nc1ccccn1)c1ccc(F)cc1 (stereo not drawn)	2	-5	-1	-2	-2	-1	2	-1	-1.4
CCCCn1nc(CC(=O)O)c2ccccc2c1=O	0	6	13	11	-6	0	9	2	-1.6
COc1ccc(CNC(=O)c2cc(-c3cc(C)cc(C)c3O)n[nH]2)cc1	0	40	15	10	-8	-8	-6	6	-0.4
COc1ccc(CCNC(=O)c2ccc(NC(=O)CC3SC(N4CCCC4)=NC3=O)cc2)cc1 (stereo not drawn)	-1	0	-4	7	6	5	-3	7	0.5
O=S(=O)(/N=C(/c1ccccc1Cl)N1CCOCC1)c1ccccc1	1	-3	-3	7	2	0	-1	6	5.3
N=C1/C(=C\c2ccc(OC(=O)c3ccco3)cc2)C(=O)N=C2SC=NN12	0	1	-4	2	5	-2	-3	8	1.5
N#Cc1ccccc1S(=O)(=O)NC(=O)[C@H]1O[C@@H](n2cnc3c(N)ncnc32)[C@H](O)[C@@H]1O	1	x	-4	-4	8	2	-3	9	x
C=CCc1cccc(Cl)c1OCCCNC1CCCC1	3	-7	3	-2	1	-11	14	-7	-0.7
Cc1cccc(C)c1NC(=O)C(Cl)=C(Cl)Cl	0	20	0	11	6	-6	-20	-1	-0.5
